# KDM5B inh = Primary screen for KDM5B Histone Demethylases FDH-coupled qHTS; 220,000 compounds, 2.6% hits; Potency, µM (series often up to 57.7 µM), for inactives: top-dose activity change, negative = inhibition, actives largely listed as inhibitors; Lysine-specific demethylase 5B (Homo sapiens), Q9UGL1; KDM5B demethylase, FDH-coupled NADH fluorescence (FDH is formaldehyde dehydrogenase); active = well fitted inhibition curve with a large enough effect; inconclusive = small, poorly fitted or top-dose-only effect; inactive = no such curve, though single readings can be large or run the other way; also: 0% is about no effect; nearly all actives have a fitted effect of over 70% in size
# Target sequence (Q9UGL1 whole entry, looked up): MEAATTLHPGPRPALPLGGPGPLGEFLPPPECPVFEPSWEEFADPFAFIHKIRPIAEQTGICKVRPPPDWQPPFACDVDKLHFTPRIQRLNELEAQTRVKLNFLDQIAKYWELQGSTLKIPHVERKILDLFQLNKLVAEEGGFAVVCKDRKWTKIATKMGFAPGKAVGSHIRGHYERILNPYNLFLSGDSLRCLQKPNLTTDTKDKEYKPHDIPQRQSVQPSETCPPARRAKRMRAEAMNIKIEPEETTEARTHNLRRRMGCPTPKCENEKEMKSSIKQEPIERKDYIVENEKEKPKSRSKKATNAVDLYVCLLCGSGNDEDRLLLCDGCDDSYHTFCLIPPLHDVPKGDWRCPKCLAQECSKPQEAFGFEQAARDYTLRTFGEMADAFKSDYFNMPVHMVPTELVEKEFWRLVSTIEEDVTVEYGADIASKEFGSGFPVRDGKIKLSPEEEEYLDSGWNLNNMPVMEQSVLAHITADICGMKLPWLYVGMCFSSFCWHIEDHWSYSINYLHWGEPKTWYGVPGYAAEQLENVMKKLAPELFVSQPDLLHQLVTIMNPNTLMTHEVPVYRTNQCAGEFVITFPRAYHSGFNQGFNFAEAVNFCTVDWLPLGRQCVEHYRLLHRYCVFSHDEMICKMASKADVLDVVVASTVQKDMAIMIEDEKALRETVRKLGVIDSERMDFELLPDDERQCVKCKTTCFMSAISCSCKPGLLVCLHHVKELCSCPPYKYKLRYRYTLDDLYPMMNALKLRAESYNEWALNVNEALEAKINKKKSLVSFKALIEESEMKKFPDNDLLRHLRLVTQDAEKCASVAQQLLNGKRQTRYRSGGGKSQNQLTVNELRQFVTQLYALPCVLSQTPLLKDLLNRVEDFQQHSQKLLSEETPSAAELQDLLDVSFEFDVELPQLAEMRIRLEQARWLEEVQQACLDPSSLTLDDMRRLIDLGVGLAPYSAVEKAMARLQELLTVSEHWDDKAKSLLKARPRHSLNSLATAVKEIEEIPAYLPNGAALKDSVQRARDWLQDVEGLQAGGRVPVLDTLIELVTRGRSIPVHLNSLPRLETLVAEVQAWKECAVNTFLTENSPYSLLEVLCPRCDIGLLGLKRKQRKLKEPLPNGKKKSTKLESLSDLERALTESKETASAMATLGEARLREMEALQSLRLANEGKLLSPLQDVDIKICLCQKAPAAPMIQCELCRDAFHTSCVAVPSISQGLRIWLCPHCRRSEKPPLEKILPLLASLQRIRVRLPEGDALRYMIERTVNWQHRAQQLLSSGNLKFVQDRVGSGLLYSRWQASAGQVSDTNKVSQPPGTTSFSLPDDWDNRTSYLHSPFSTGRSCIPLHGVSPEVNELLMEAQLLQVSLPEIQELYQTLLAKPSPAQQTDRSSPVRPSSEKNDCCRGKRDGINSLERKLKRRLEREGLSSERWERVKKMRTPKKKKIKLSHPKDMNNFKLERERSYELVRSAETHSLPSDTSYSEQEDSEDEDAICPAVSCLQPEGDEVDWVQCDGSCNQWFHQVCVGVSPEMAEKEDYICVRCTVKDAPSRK
#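 qHTS format, multiple compound concentrations. Buffer 50 mM HEPES pH 7.5/0.01% Tween-20; 200 nM KDM5BΔAP final; 10 min compound preincubation; substrate-mix levels 12.5 µM peptide, 25 µM α-KG, 0.25 mM NAD⁺; 30 min RT; ΔRFU.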
# The depositor's hits bear a star; i = inactive; ? = inconclusive; [ ] = dose if it differs, or a comment. Potency is read from the fitted curve at half-maximal effect. Not all compounds are listed; count on the stated rates, not on these rows.
SMILES,KDM5B inh
Cc1ccc(CSc2nc3c(=O)n(C)c(=O)n(C)c3n2C)cc1,-16%
COc1ccc(C(=O)N2CCC(C(NC(=O)c3ccccc3C)C(=O)NC(C)C(C)C)CC2)cc1 (centres undefined),-9%
N=c1oc2ccc(Br)cc2cc1C(=O)NCc1ccc(F)cc1,7%
CCc1ccc(S(=O)(=O)c2nnn3c2nc(NCc2ccc(F)cc2)c2ccccc23)cc1,?
CC(=O)c1c(C)[nH]c(C(=O)C(C)Oc2ccc(F)c(F)c2)c1C (centres undefined),3%
CCOc1ccc(CN(C(=O)c2cc(=O)c3cc(Cl)c(C)cc3o2)C2CCS(=O)(=O)C2)cc1 (centres undefined),10%
NCc1ccccc1Oc1ccc(F)c(Cl)c1,19%[149 µM]
Clc1ccccc1N1CCN(Cc2nnc(-c3ccc(Br)s3)o2)CC1,13%
O=C(NCCN1CCOCC1)c1ccc(-c2ccc(N3CCCCCC3)nc2)cc1,28µM*
Cc1nnc([C@H]2CCN(Cc3ccco3)C2)o1,?
Cc1ccc(S(=O)(=O)NC[C@H]2O[C@H](Cc3cc(COc4ccccc4)on3)CC[C@@H]2O)cc1,-8%
CCNC(=O)N1CCC(c2noc(-c3ccccc3)n2)C1 (centres undefined),-10%
CCNc1cc(N2CCC(CCC(=O)NCC3CC3)CC2)ncn1,-10%
CC(C)NC(=O)N1CCOc2ccc(CCC(=O)NC3CCS(=O)(=O)C3)cc2C1 (centres undefined),-10%
C(#CCN1CCN(CC#CCOCc2ccccc2)CC1)COCc1ccccc1,2%
CC(C)c1ccc(CN(C(=O)c2cc(=O)c3cc(Cl)ccc3o2)C2CCS(=O)(=O)C2)cc1 (centres undefined),-15%
Cn1c(=O)[nH]c(=O)c2c1nc(NCc1ccccc1Cl)n2Cc1ccccc1Cl,-2%
CCCC(=O)c1cc2c(cc1NC(=O)c1ccccc1F)OCCO2,?
CC(C)N(C)C1CCN(S(=O)(=O)c2ccc3[nH]c(=O)ccc3c2)CC1,?
Cc1ccc(Nc2nc(-c3cccc(N4C(=O)c5ccccc5C4=O)c3)cs2)cc1,21%
COCCN1C(=O)CS(=O)C12CCN(C(=O)C1(c3ccc(OC)cc3)CC1)CC2 (centres undefined),-12%
O=C(c1nc2nc(-c3cccs3)cc(C(F)(F)F)n2n1)N1CCC2(CC1)OCCO2,i
CC(C)(CC(=O)O)CC(=O)N1C[C@@H]2C[C@H](C1)c1ccc(-c3cccc(C(F)(F)F)c3)c(=O)n1C2,28µM*
CC(C)(C)C(=O)CSc1nccc(C(F)(F)F)n1,-13%
CC1=NN(CC(=O)N2CCN(Cc3ncc[nH]3)CC(C(=O)O)C2)CC1 (centres undefined),-21%

# Sorted by number of heavy atoms (highest first): some entries from above
SMILES,KDM5B inh
COc1ccc(C(=O)N2CCC(C(NC(=O)c3ccccc3C)C(=O)NC(C)C(C)C)CC2)cc1 (centres undefined),-9%
CC(C)(CC(=O)O)CC(=O)N1C[C@@H]2C[C@H](C1)c1ccc(-c3cccc(C(F)(F)F)c3)c(=O)n1C2,28µM*
Cc1ccc(S(=O)(=O)NC[C@H]2O[C@H](Cc3cc(COc4ccccc4)on3)CC[C@@H]2O)cc1,-8%
CC(C)c1ccc(CN(C(=O)c2cc(=O)c3cc(Cl)ccc3o2)C2CCS(=O)(=O)C2)cc1 (centres undefined),-15%
O=C(c1nc2nc(-c3cccs3)cc(C(F)(F)F)n2n1)N1CCC2(CC1)OCCO2,i
CC(C)NC(=O)N1CCOc2ccc(CCC(=O)NC3CCS(=O)(=O)C3)cc2C1 (centres undefined),-10%
CC1=NN(CC(=O)N2CCN(Cc3ncc[nH]3)CC(C(=O)O)C2)CC1 (centres undefined),-21%
CCNc1cc(N2CCC(CCC(=O)NCC3CC3)CC2)ncn1,-10%
CC(=O)c1c(C)[nH]c(C(=O)C(C)Oc2ccc(F)c(F)c2)c1C (centres undefined),3%
CCNC(=O)N1CCC(c2noc(-c3ccccc3)n2)C1 (centres undefined),-10%
CC(C)(C)C(=O)CSc1nccc(C(F)(F)F)n1,-13%
NCc1ccccc1Oc1ccc(F)c(Cl)c1,19%[149 µM]

# Next part.
SMILES,KDM5B inh
COc1ccccc1CN1CCC(CNC(=O)c2cnn(-c3cccc(Cl)c3)c2C2CCN(C(=O)OC(C)(C)C)CC2)CC1,-12%
COc1ccccc1-c1noc(Cn2nc(C)c(S(=O)(=O)N3CCc4ccccc43)c2C)n1,-5%
O=C(CCc1ncc(-c2ccc(Cl)cc2)o1)Nc1ccc(F)cc1Cl,13%
CC(NC(=O)Nc1cc(Cl)ccc1Cl)c1c(-n2cccc2)sc2c1CCCC2 (centres undefined),-23%
CN1CCN(CCCNC(=O)c2c(OCC3CC3)cc(=O)n3c2CCCCC3)CC1,-13%
O=C(NCC(c1cccnc1)N1CCc2ccccc2C1)C(=O)Nc1ccc(Cl)cc1 (centres undefined),13%
O=C(NC1CCCC1)c1cc(-c2ccccc2Cl)nc2ccccc12,-8%
CC(=O)c1ccc(NC(=O)CN(C)S(=O)(=O)c2cccc3nsnc23)cc1,-8%
CCc1cc2c(cc3c(=O)n(CC(=O)NCCc4ccc(OC)c(OC)c4)ncn32)s1,-26%
Cn1cc(CNc2ccc(-c3nc(CCCc4ccccc4)no3)cn2)cn1,32µM*
Cc1cccc(Nc2nc(Nc3cccc(C)c3)nc(N3CCOCC3)n2)c1,-30%
Cc1ccc(S(=O)(=O)c2nnn3c2nc(NCc2ccc(F)cc2)c2ccccc23)cc1C,?
COCCOc1ccc2c(n1)CCN(C(=O)Cc1ccc(OC)cc1)C2,-3%
Cc1ccc(C(=O)NC2CCN(c3nc4ncccc4o3)CC2)cc1,35µM*
O=C(c1n[nH]c(=O)c2ccccc12)N1CCC(CCc2ccccc2)CC1,15%
COc1cc(OC)cc(C(=O)Nc2cc3c(cc2N2CCCC2)n(C)c(=O)c(=O)n3C)c1,?
CN(C)S(=O)(=O)N1CCC(Nc2cccnc2)C1 (centres undefined),8.9µM*
Cc1cc2n(CC(O)COc3ccc(-c4ccccc4)cc3)c(=O)c3ccccc3n2n1 (centres undefined),-27%
Cc1ccc(-c2noc(CNC(=O)c3ccc(Br)o3)n2)cc1,-28%
COc1ccc(-n2nc(C)c([C@@H]3C=C[C@@H](NCc4ccc(F)cc4)C3)c2C)cc1,-21%[86.2 µM]
CCn1cc(S(=O)(=O)N2CCCOCCNC(=O)[C@@H]3CCC[C@@H]32)cn1,19%
COCC(=O)N1CCCC(C(=O)NCc2ccc(F)cc2Cl)C1 (centres undefined),-17%
Cc1cc(C)cc(C(=O)N(Cc2nc(-c3ccc(Cl)cc3)no2)C(C)C)c1,-28%
CC1CC(C)(C)CC2(C1)NC(=O)N(CC(=O)Nc1ccc(N3CCCCC3)cc1)C2=O (centres undefined),8%
COc1ccc(C)cc1NS(=O)(=O)c1c(C(=O)N2CCCCCC2)c(C)n(C)c1C,-10%

# Further records:
SMILES,KDM5B inh
CC(C)c1ccc(OCCCCN2CCCC2)cc1,-21%
COc1ccccc1NC(=O)CSC1=Nc2ccccc2C2=NC(CCC(=O)NCc3ccco3)C(=O)N12 (centres undefined),-3%
Cc1cc(C2CCCN2Cc2nc(-c3ccccc3)oc2C)on1 (centres undefined),18%
COc1ccc(NC(=O)c2ccc3c(c2)OCCN(CCC(F)(F)F)C3)c(F)c1,2%[86.2 µM]
CCc1ccc(-n2nnc(-c3nsc(NC(=O)c4ccccc4Cl)n3)c2C)cc1,-11%
Cc1ccc(-n2c(=O)c3c(cnn3C)n(CC(=O)Nc3cc(C)ccc3C)c2=O)cc1,-17%
Brc1cccc(CNCc2cccnc2-n2cccn2)c1,13%
N#Cc1ccc(C(=O)N2CCC[C@H]2c2nc(-c3ccccc3)no2)cc1,13%
O=C(Nc1ccc(-c2ccccc2)cc1)c1ccc2c(c1)OCO2,3%
COC(=O)c1ccc(O)c(Br)c1,2%
Cc1ccc(C)c(S(=O)(=O)Nc2ccc(O)c(Sc3ncn[nH]3)c2)c1,-45%
CN(C)C(=O)c1n[nH]c2c1CN(C(=O)c1ccc(F)c(F)c1)CC2,24%
CC1=C[C@@H](CNCc2ccncc2)[C@H](C(C)C)C[C@H]1Cc1nnc(C)o1,-7%[86.2 µM]
O=C(NCC1CN(Cc2ccncc2)CC12CN(c1ccccc1)C2)Nc1ccccc1 (centres undefined),?
COc1ccc2cc(C(=O)/C=C/c3cccs3)ccc2c1,?
Cc1ccc(S(=O)(=O)N[C@H]2C[C@@H](c3nc(-c4ccccc4)no3)N(C)C2)cc1,-18%[86.2 µM]
COc1ccc(C(=O)CCC(=O)Nc2ccc(N3CCCCC3)cc2)cc1OC,7%
COc1ccc(C(=O)NCCn2ccn3nc(-c4cc(C)ccc4C)cc3c2=O)cc1F,78%[activator]
CCOc1cccc(C(=O)N2CCC(c3nc4ccccc4s3)CC2)c1,7%[11.5 µM]
O=C(NNC(=S)Nc1ccc(F)cc1)Nc1ccccc1,-3%
COc1cccc(CN2C[C@@H]3C(C(=O)NCc4ccccc4)=NO[C@@H]3C2)c1,-22%[86.2 µM]
COc1ccc2c(c1)nc1n2[C@@H](CNC(=O)c2ccc(Cl)cc2)COC1,?
COC(=O)c1cc(NC2(c3ccccc3)C(=O)c3ccccc3C2=O)cc(C(=O)OC)c1,?
Cc1ccc(CN2CCC(Oc3ccc(C(=O)NCc4ccccn4)cc3)CC2)o1,-12%
Cn1cc(-c2cc3n(n2)CCCN3C(=O)CCC(=O)NC2CCCC2)c2ccccc21,?

# Four entries drawn at random from the list so far:
SMILES,KDM5B inh
CC1=C[C@@H](CNCc2ccncc2)[C@H](C(C)C)C[C@H]1Cc1nnc(C)o1,-7%[86.2 µM]
COc1ccc(NC(=O)c2ccc3c(c2)OCCN(CCC(F)(F)F)C3)c(F)c1,2%[86.2 µM]
Cc1ccc(C)c(S(=O)(=O)Nc2ccc(O)c(Sc3ncn[nH]3)c2)c1,-45%
Brc1cccc(CNCc2cccnc2-n2cccn2)c1,13%

# Later entries:
SMILES,KDM5B inh
Cn1cnc(S(=O)(=O)N2CCC(N3C(=O)C(OCC4CC4)C34CCCCC4)CC2)c1 (centres undefined),-9%
COc1ccc(CNC(=O)Cn2c(=O)cc(C)c3c(C)nn(-c4cccc(Cl)c4C)c32)cc1,-4%
N#Cc1nc(-c2cccc3ccccc23)oc1NCCCn1ccnc1,?
O=C1OCCN1C1CCN(S(=O)(=O)c2ccccc2)CC1,18%[149 µM]
COc1ccc(NC(=O)CSc2oc(-c3ccco3)nc2S(=O)(=O)c2ccc(C)cc2)c(OC)c1,-22%
CCOC(=O)c1ccc(NC2=CC(c3ccc(Br)cc3)N(c3ccc(C(=O)OCC)cc3)C2=O)cc1 (centres undefined),?
CCCCCCCC(=O)NNC(=O)c1ccc2ccccc2n1,?
O=C(c1ccc(OC(F)F)cc1)n1ccccc1=NC1CCCCC1,16%
CS(=O)(=O)N1CC2(CCN(C(=O)CCC(=O)O)CC2)Cc2ccccc21,-13%[115 µM]
O=C(c1ccccn1)N1CCC(c2nc(-c3cccnn3)no2)CC1,-10%
COc1ccc(-c2nc3ccccc3o2)cc1NC(=O)CSc1ccc(Cl)cc1,-3%
CC(C)(C)OC(=O)N1CCC(c2c(C(=O)NC3CCCCC3)cnn2-c2ccc(F)cc2F)CC1,7%
Cc1cc(NC(=O)Cc2cccc(C(F)(F)F)c2)ccc1N1CCN(C)CC1,-20%
O=C1[C@@H]2C[C@@H](O)CN2C2(CN(C3CCC3)C2)C(=O)N1Cc1ccccc1,-13%[86.2 µM]
COc1ccc(-c2nc(C3CC(=O)N(c4ccc(C)cc4)C3)no2)cc1 (centres undefined),-27%
Cn1c(=O)[nH]c(=O)c2c1nc(N)n2CC(O)COc1ccc(Cl)cc1Cl (centres undefined),18%
CC1CCCN(C(=O)CN2C(=O)c3ccccc3S2(=O)=O)C1 (centres undefined),1%
O=C(Nc1cccc(OC2CCCC2)c1)c1ccncc1,-21%
C=CCn1c(SCC(=O)Nc2ccccc2)nc2c1c(=O)n(C)c(=O)n2C,3%
CCC(C(=O)Nc1ccc(C(F)(F)F)cc1)n1cnc2ccccc2c1=O (centres undefined),13%
CCc1ccc(NC(=O)c2cnc3sc(N4CCCC4)nn3c2=O)cc1,-13%
Cc1cc(NC(=O)CN2CCC(O)CC2)nc2c1c(=O)oc1ccccc12,-21%
Cc1c(C(=O)/C=C/N(C)C)nnn1-c1ccc(Cl)c(Cl)c1,-3%
CCOC(=O)COc1nc(-c2ccco2)cc(-c2ccco2)c1C#N,?
C[C@H]1CN(C(=O)Nc2ccc(F)cc2)C[C@@H]1c1nc(-c2ccccc2)no1,13%

# Continued.
SMILES,KDM5B inh
Cc1cccc(NC(=O)CSc2nc3c(c(=O)[nH]2)CCC3)c1C,17%
CC(C)c1ccccc1NC(=O)Cn1ccn2nc(-c3ccccc3)c(CO)c2c1=O,?
CCc1noc(-c2cccn3c(CNC(=O)c4cccnc4)nnc23)n1,32µM*
CNc1c(NC(=O)c2ccc(Cl)cc2)c(=O)oc2ccccc12,21%
CCc1ocnc1C(=O)N1CCC(c2nnc(Cn3cncn3)n2C)CC1,17%
N#Cc1c(SCc2ccccc2)cc(SCc2ccccc2)cc1SCc1ccccc1,14%
O=C(Nc1ccccc1C(=O)NCc1cccnc1)c1cccnc1,-20%
CC1=NOC2(CCN(Cc3ccc(Cl)cc3)CC2)C1,19%[149 µM]
CC(C)(C)C1(O)C(=O)Nc2ccccc21 (centres undefined),4%
CC(C)[C@H](NC(=O)Cn1nc2c(cc1=O)CCCCC2)C(=O)O,3%
CCCN(CCC)C(=O)Cn1c(=O)n(-c2ccc(CC)cc2)c(=O)c2ccc(C(=O)NCCc3ccccc3)cc21,-21%
COc1ccc2[nH]c3c(c2c1)CCNC31CCN(C(=O)Cc2cccc(F)c2)CC1,?
COc1cccc(CNC(=O)C2CCN(C(=O)c3cnn(-c4ccccc4)c3-n3cccc3)CC2)c1,-21%
NCCCN1C(=O)CC[C@H]2CN(C(=O)c3cnn4ccccc34)CC[C@H]21,22µM*
CC(C)NC(=O)c1ccc(Cn2c(SCC(N)=O)nc3ccccc3c2=O)cc1,-4%
